# High-throughput results: PubChem BioAssay, NCI
# All columns: NCI-60 one-dose screen, growth in % after 48 h at 10 µM unless noted; 100 = growth as untreated, 0 = no growth, -100 = all killed.
# HOP-62: HOP-62 NSCLC | hit rate 3.9% among 80,000
# SR: SR leukemia cells | hit rate 8.7% among 73,000 | AID 1794780
# CCRF-CEM: CCRF-CEM leukemia. hit rate 7% among 77,000. AID 1794778
# HOP-92: HOP-92 NSCLC cells; hit rate 6.3% among 71,000
# MDA-MB-435: MDA-MB-435 melanoma; AID 1794794; hit rate 7.8% among 82,000
# RPMI-8226: RPMI-8226 leukemia cells | hit rate 7.5% among 77,000 | AID 1794781
# MOLT-4: MOLT-4 leukemia cells | hit rate 6.9% among 80,000
# K-562: K-562 leukemia; hit rate 7.4% among 78,000
# An asterisk follows results filed as active; . = not tested or not shown. Rule for the calls: active = growth percent below 10; inactive = the rest.
# Values run as follows: HOP-62, SR, CCRF-CEM, HOP-92, MDA-MB-435, RPMI-8226, MOLT-4, K-562
1. CCOC(=O)C(C#N)C(C#N)c1ccc(OC)c(OC)c1 (stereo not given)
    114, 95, ., 86, 110, 98, 109, 99
2. C/C=N/NC(=O)OCC
    103, 95, 113, 95, 109, 107, 112, 100
3. NNC1=NC(c2cccc([N+](=O)[O-])c2)c2sc3ccc(Cl)cc3c2N1 (stereo not given)
    93, 74, 120, 113, 108, ., 87, 87
4. COc1ccc(C(=O)c2c(N)c(C#N)c3n2CCC3)cc1OC
    104, 86, 97, 96, 100, 94, 95, 87
5. COc1ccc(-c2cc(-c3cccnc3)nc(OCc3nnc(-c4ccccc4)o3)c2C#N)cc1OC
    89, 99, 101, 92, 107, 90, 96, 87
6. O=c1[nH]nc(-c2ccc(Cl)c(Cl)c2)cc1Cc1ccccc1
    102, ., 106, 103, 104, 106, ., 58
7. CCOC(=O)c1cc2c(n1Cc1cc(OC)cc(OC)c1)-c1oncc1CC2
    58, 18, 13, 80, -37*, 39, 24, 17
8. COc1ncc(-c2ccc3nccc(C#CCN4CCN(S(C)(=O)=O)CC4)c3c2)cc1NS(=O)(=O)c1ccc(F)cc1F
    9.9*, 1.6*, -7.8*, ., -23*, -30*, -21*, 8.7*
9. COc1ccc(C(OC(C)=O)OC(C)=O)cc1OC(C)=O
    108, 96, ., 106, 108, 100, 96, 111
10. O=S(=O)(Nc1ccc(-c2ccc(NS(=O)(=O)c3ccccc3)cc2)cc1)c1ccccc1
    96, 43, 40, 62, 73, 37, 56, 42
11. COc1cccc(-c2nonc2CC(O)c2ccccn2)c1 (stereo not given)
    108, 109, 105, 89, 107, 102, 104, 108
12. CCN1CCN(c2cc(C)nc(N(CCCNc3ccnc4cc(Cl)ccc34)Cc3cccs3)n2)CC1
    -25*, -34*, 2.0*, 12, -80*, -34*, 5.2*, -14*
13. CCC(O)c1ccco1 (stereo not given)
    106, 101, 109, ., 101, 107, 98, 109
14. O=C(CSCC(=O)Nc1ccc2ccccc2c1)NCc1ccco1
    108, 81, 97, 75, 114, 91, 91, 96
15. CN1CCN(Cc2ccc(NC(=O)c3cncc(C#Cc4cnc5ccc(Cl)nn45)c3)cc2C(F)(F)F)CC1
    -16*, -2.7*, 2.2*, -16*, -10*, -26*, 3.1*, 2.0*
16. COc1ccc(Oc2nc(Nc3ccc(F)cc3)ncc2NC(=O)Nc2cc(OC)cc(OC)c2)cc1
    79, ., 85, 91, 99, 105, ., 83
17. O=C(O)c1c[nH]c(=O)[nH]c1=O
    90, 96, 105, 76, 108, 117, 111, 103
18. Cn1c(=O)c2c(nc(Nc3ccc(F)cc3)n2CC(=O)Nc2ccc(S(N)(=O)=O)cc2)n(C)c1=O
    93, ., 102, 104, 100, 97, 96, 93
19. CCN(CC)CCOC(=O)c1c(C)c(C)c(C)c(C)c1C
    88, 104, 106, 69, 93, 102, 98, 96
20. C=CCc1c(O)c(C(=O)/C=C/c2ccc(Cl)cc2)c(OC)c2ccoc12
    85, 18, 21, 49, 18, 8.8*, 15, 47
21. COc1cc(CNc2nc3ccc(OC/C(=C\F)CN)cc3o2)ccn1
    77, 97, ., 105, 100, 115, 98, 100
22. CCCCCCCCCCSC#N
    109, 114, 107, 96, 100, 104, 114, 116
23. O=C(Nc1ccccc1Cl)c1ccc(C(=O)Nc2ccccc2Cl)cc1
    ., 87, 100, 143, 110, ., 84, 91
24. CCN(C(=O)N1CCN(c2cc3c(cc2F)c(=O)c(C(=O)O)cn3C2CC2)CC1)c1nc(-c2ccccc2)cs1
    36, 10, 18, -18*, 27, 13, 15, 14
25. O=C1[C@H]2Cc3c([nH]c4ccccc34)[C@H](c3ccc(Cl)cc3)N2C(=O)CN1C1CCN(Cc2c(Cl)cccc2Cl)CC1
    80, 22, 53, 55, 77, 50, 44, 6.9*
26. CCOC(=O)CC1=Nc2ccccc2SC1
    83, 106, 96, 74, 99, 95, 97, 102
27. CC(C)(C)n1cc(-c2ccnc(NCCNS(=O)(=O)c3cccc(F)c3)c2)c(-c2cccc(F)c2)n1
    91, 28, 89, 76, 91, 52, 31, 41
28. COc1ccccc1N1CCN(c2ncnc3[nH]ccc23)CC1
    98, 87, 94, ., 104, 87, 85, 85
29. CC1(C)NCc2c3c(ccc4nc(-c5cn[nH]c5C(F)(F)F)c5c(c43)CCCC5)nn21
    94, 75, 97, 119, 95, 96, 88, 89
30. CN(C)C=Nc1cc(Cl)ccc1Cl
    100, 108, 97, ., 98, 99, 108, 110

# Some of the entries above in another layout:
No.	structure	HOP-62	SR	CCRF-CEM	HOP-92	MDA-MB-435	RPMI-8226	MOLT-4	K-562
16	COc1ccc(Oc2nc(Nc3ccc(F)cc3)ncc2NC(=O)Nc2cc(OC)cc(OC)c2)cc1	79	.	85	91	99	105	.	83
17	O=C(O)c1c[nH]c(=O)[nH]c1=O	90	96	105	76	108	117	111	103
18	Cn1c(=O)c2c(nc(Nc3ccc(F)cc3)n2CC(=O)Nc2ccc(S(N)(=O)=O)cc2)n(C)c1=O	93	.	102	104	100	97	96	93
19	CCN(CC)CCOC(=O)c1c(C)c(C)c(C)c(C)c1C	88	104	106	69	93	102	98	96
20	C=CCc1c(O)c(C(=O)/C=C/c2ccc(Cl)cc2)c(OC)c2ccoc12	85	18	21	49	18	8.8*	15	47
21	COc1cc(CNc2nc3ccc(OC/C(=C\F)CN)cc3o2)ccn1	77	97	.	105	100	115	98	100
22	CCCCCCCCCCSC#N	109	114	107	96	100	104	114	116
23	O=C(Nc1ccccc1Cl)c1ccc(C(=O)Nc2ccccc2Cl)cc1	.	87	100	143	110	.	84	91
24	CCN(C(=O)N1CCN(c2cc3c(cc2F)c(=O)c(C(=O)O)cn3C2CC2)CC1)c1nc(-c2ccccc2)cs1	36	10	18	-18*	27	13	15	14
25	O=C1[C@H]2Cc3c([nH]c4ccccc34)[C@H](c3ccc(Cl)cc3)N2C(=O)CN1C1CCN(Cc2c(Cl)cccc2Cl)CC1	80	22	53	55	77	50	44	6.9*
26	CCOC(=O)CC1=Nc2ccccc2SC1	83	106	96	74	99	95	97	102
27	CC(C)(C)n1cc(-c2ccnc(NCCNS(=O)(=O)c3cccc(F)c3)c2)c(-c2cccc(F)c2)n1	91	28	89	76	91	52	31	41
28	COc1ccccc1N1CCN(c2ncnc3[nH]ccc23)CC1	98	87	94	.	104	87	85	85
29	CC1(C)NCc2c3c(ccc4nc(-c5cn[nH]c5C(F)(F)F)c5c(c43)CCCC5)nn21	94	75	97	119	95	96	88	89
30	CN(C)C=Nc1cc(Cl)ccc1Cl	100	108	97	.	98	99	108	110

# Next section:
# Values run as follows: HOP-62, SR, CCRF-CEM, HOP-92, MDA-MB-435, RPMI-8226, MOLT-4, K-562
31. CN(C)CC[C@H](c1ccc(Cl)cc1)c1ccccn1
    102, 99, 96, 100, 101, 96, 100, 108
32. O=C(O)c1cc(C(Cl)C(Cl)(Cl)Cl)ccc1O (stereo not given)
    101, 93, 107, 96, 110, 107, 89, 91
33. CC(C)c1ccc(S(=O)(=O)NC2=CN3CC=CC3CC2=O)cc1 (stereo not given)
    71, 105, 105, 77, 107, 102, 96, 81
34. N#CCNC(=O)OCc1ccccc1
    ., 96, 91, 100, 106, 93, 97, 97
35. O=S(=O)(O)c1ccccc1/C=N\NC(=S)N/N=C/c1ccccc1S(=O)(=O)O
    ., 109, 95, 102, 101, 97, 103, 97
36. C/C=C/C/C=C/[C@H](C)C[C@H](O)[C@@H]1C[C@@H]2O[C@H]2/C=C/[C@H](O)[C@@H](O)/C=C/C[C@H](C)CC(=O)O1
    90, 70, 51, ., 117, 43, 82, 66
37. CC(=O)c1ccc(N2CN(c3ccc(O)cc3)CC3=C2CC(C)(C)CC3=O)cc1
    107, 95, 88, 101, 111, 85, 82, 88
38. O=c1ccc(=O)n(-c2nc(-c3ccc(-c4csc(-n5[nH]c(=O)ccc5=O)n4)cc3)cs2)[nH]1
    97, 95, 24, 109, 102, 95, 102, 89
39. CN1CCN(Cc2ccc(NC(=O)c3cncc(C#Cc4cnc(N)cc4C#N)c3)cc2C(F)(F)F)CC1
    12, 1.8*, 6.9*, -5.5*, 2.0*, 13, 4.8*, 16
40. Nc1cc(Br)cc2c1[nH]c(=O)c1ccccc12
    102, 91, 93, 78, 113, 96, 81, 92
41. Cc1nc2c(c(=O)[nH]1)C(c1ccccc1)c1ccc3ccccc3c1O2 (stereo not given)
    20, 19, 13, 25, -16*, 27, 41, 12
42. N#Cc1c(-c2ccc(F)cc2)nc(N=Nc2c(O)[nH]c3ccccc23)[nH]c1=O
    96, 95, 100, 97, 101, 99, 101, 92
43. O=C(C1CC1)N1CCN(c2nc(NCCN3CCOCC3)ncc2Br)CC1
    107, 110, 88, 99, 99, 96, 104, 103
44. CCCCOc1nc2ccccc2cc1/C=C/C(=O)/C=C(O)/C=C/c1cc2ccccc2nc1OCCCC
    95, 107, 94, ., 110, ., 101, 98
45. CCCCCCCC(C)O (stereo not given)
    104, 107, 103, 90, 106, ., 124, 128
46. Cn1cc(-c2nc(N)nnc2-c2c[nH]c3ccc(Br)cc23)c2cccnc21
    53, 29, 36, 94, 12, 45, 27, 25
47. CCN1CCN(C(C(=O)NC(C)(C)C)c2ccc(Cl)cc2)C(=O)c2ccccc2C1=O (stereo not given)
    94, 101, 99, 95, 109, 92, 90, 94
48. COc1cc(C(=O)/C=C/c2c(Cl)nc3ccccn23)cc(OC)c1OC
    76, 23, 39, ., 67, 32, 86, 26
49. Nc1ccc(C(=O)Nc2ccc(N=Nc3ccc(S(=O)(=O)O)cc3)cc2)cc1
    91, 89, 96, 91, 99, 92, 103, 100
50. Oc1ccccc1N=Cc1ccccc1
    99, 79, 87, 102, 87, 63, 81, 49
51. CCOCC(=O)C(C#N)c1ccc(Cl)c(Cl)c1 (stereo not given)
    91, 88, 87, ., 93, 89, 101, 95
52. Cc1ccc(NC(=O)Cc2ccc(/C=C/C(=O)c3ncc[nH]3)cc2)cc1
    43, 7.2*, 4.8*, 82, 29, -11*, 23, 8.8*
53. COc1ccc(C2NC(=O)c3cc4c(cc3N2)OCO4)cc1 (stereo not given)
    28, ., 15, ., -42*, 28, 17, .
54. C/C(=N\N=C(N)N)c1c(C)nn(C(=N)N)c1C
    102, 108, 96, 110, 109, 102, 98, 105
55. O=[N+]([O-])c1cccc(C2NC(=S)Nc3c2sc2ccc(Cl)cc32)c1 (stereo not given)
    78, 80, 112, 94, 104, ., 91, 89
56. CCN1C(=O)N(c2ccccc2)C2NC(=S)N(/N=C/C=C/c3ccccc3)C21 (stereo not given)
    38, 7.3*, 3.8*, 29, -35*, -20*, 8.3*, 8.8*
57. CCCCCCC1=C(Br)C(=O)c2nc(C)ccc2C1=O
    101, ., ., 98, 99, 51, 27, 34
58. O=C1CCC23OC=CC2C2(Nc4ccccc4NC2=O)c2cc(F)ccc2N13 (stereo not given)
    109, 107, 120, 108, 103, 101, 105, 94
59. CCOC(=O)C1=NNC(C(=O)OCC)C1c1ccccc1 (stereo not given)
    100, 90, 97, 137, 101, 101, 95, 98
60. Cc1ccc(-c2nc(P(=O)(O)O)c(S(=O)(=O)c3ccc(C)cc3)o2)cc1
    105, 105, 100, 105, 113, 107, 105, 105

# Some of the entries above, reformatted.
45) CCCCCCCC(C)O (stereo not given)
46) Cn1cc(-c2nc(N)nnc2-c2c[nH]c3ccc(Br)cc23)c2cccnc21

entry no.	45	46
HOP-62	104	53
SR	107	29
CCRF-CEM	103	36
HOP-92	90	94
MDA-MB-435	106	12
RPMI-8226	.	45
MOLT-4	124	27
K-562	128	25

# (more compounds)
# Values run as follows: HOP-62, SR, CCRF-CEM, HOP-92, MDA-MB-435, RPMI-8226, MOLT-4, K-562
61. O=[N+]([O-])c1cccc(S(=O)(=O)OCCOc2ccccc2)c1
    103, 111, 115, 67, 107, 105, 102, 111
62. Nc1nnc(-c2cncc(Br)c2)c(-c2c[nH]c3ccc(Br)cc23)n1
    73, 54, 44, 83, -14*, 38, 33, 19
63. COc1cccc(N(CCCCN)c2cccnc2)c1
    102, ., 97, 88, 103, 90, 87, 92
64. O=C(Nc1ccccc1O)c1cccc(Nc2ccc(Cl)cc2)c1
    96, 42, ., ., 111, 108, 34, 79
65. Clc1ccc(-c2n[nH]c3c2Cc2ccccc2-3)cc1Cl
    95, 112, 89, ., 107, 58, 91, 92
66. COc1ccc(NC(=O)/C(C)=N/O)cc1
    100, 99, 111, 106, 102, 112, 98, 101
67. CCN(CC)CCNc1ccc(Cl)cc1Cl
    96, 95, 104, ., 111, 109, 96, 104
68. COc1cc(OCc2cccc(-c3ccccc3)c2C)cc(OC)c1CN1CCCC[C@H]1C(=O)O
    103, 113, 102, 82, 98, 106, 103, 109
69. O=C(/C=C/c1ccc(Cl)cc1)c1cccc(OCCCOc2cccc(C(=O)/C=C/c3ccc(Cl)cc3)c2)c1
    107, 33, 93, 120, 101, -8.6*, 93, 89
